S1P4 antag – antagonists of human S1P4 receptor; O95977; S1P4-expressing cells, antagonist mode, reporter read-out; inhibition, % at 4.98 µM; 220,000 tested, 0.26% active; in the data active = inhibition above about 29%;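 also: 0% = wells stimulated with agonist and 100% = vehicle wells without agonist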
Runt-CBFb FRET – Runt domain-CBFb interaction inhibition. Q01196+Q13951. Cerulean-Runt/Venus-CBFb FRET ratio 530/480, 1 h. inhibition, % at 20 µM. 220,000 tested, 0.46% active;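 active = inhibition over about 50% at 20 µM in the single-dose screen, limit read from the data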;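 also: 0% = DMSO wells and 100% = excess unlabeled CBFb competitor control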
Target sequence (Q01196 whole entry, looked up, the tested form may be a part): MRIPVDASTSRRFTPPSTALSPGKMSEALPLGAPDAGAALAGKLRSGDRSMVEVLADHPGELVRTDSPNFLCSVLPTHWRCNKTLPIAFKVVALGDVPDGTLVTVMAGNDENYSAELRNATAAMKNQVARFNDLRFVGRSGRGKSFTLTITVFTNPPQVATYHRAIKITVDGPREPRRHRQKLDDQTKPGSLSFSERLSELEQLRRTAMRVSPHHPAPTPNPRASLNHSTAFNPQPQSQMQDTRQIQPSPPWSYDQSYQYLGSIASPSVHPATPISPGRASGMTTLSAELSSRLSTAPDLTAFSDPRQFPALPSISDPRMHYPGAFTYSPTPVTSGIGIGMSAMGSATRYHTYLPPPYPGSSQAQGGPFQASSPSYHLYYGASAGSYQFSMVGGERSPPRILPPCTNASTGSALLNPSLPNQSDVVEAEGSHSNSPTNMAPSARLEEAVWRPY
Target sequence (Q13951 whole entry, looked up, the tested form may be a part): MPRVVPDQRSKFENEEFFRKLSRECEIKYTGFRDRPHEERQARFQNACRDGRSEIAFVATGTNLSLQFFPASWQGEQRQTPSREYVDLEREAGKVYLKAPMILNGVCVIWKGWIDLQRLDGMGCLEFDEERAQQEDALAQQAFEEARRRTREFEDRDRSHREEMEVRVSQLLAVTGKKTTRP
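Reagent – Venus-CBFb binding partner, 100 nM · Assay system – Cerulean-tagged RUNX1 Runt domain (FRET donor) fusion protein · Input – 100 nM per protein · Incubation – two 1 h room-temperature incubations shielded from light · Measured by – FRET fluorescence · Medium – Tris buffer pH 7.5 with salts and BSA · Benchmarks – unlabeled CBFb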
RBBP9 inhibitor – human RBBP9 hydrolase inhibition; 220,000 tested, 0.2% active; inhibition, % at 7.94 µM; O75884; recombinant RBBP9, FP-Rh probe fluorescence polarization; AID 1515;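 active = inhibition above the campaign mean of all tested compounds plus 3 SD, cut at about 14% in these data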;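 also: plate controls were DMSO wells with RBBP9 for no effect and wells lacking RBBP9 protein for full effect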
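Measured by – fluorescence polarization · Test system – RBBP9 protein · Input – 2.5 µM RBBP9 dispensing solution, before mixing · Measure – percent inhibition from mP, scaled between DMSO and no-protein wells · Benchmarks – DMSO-treated enzyme wells and wells lacking RBBP9 · Times – preincubation 30 min plus labeling 45 min at 25 °C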
Ba/F3 V617F tox – loss of viability in JAK2V617F-driven Ba/F3 cells; 220,000 tested, 1.1% active; inhibition, % at 5.6 µM; Ba/F3 EpoR-JAK2V617F viability, ATP luminescence;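 active = inhibition above the campaign mean plus 3 SD over all tested compounds, cut at about 24% in these data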;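 also: cytokine-independent growth of Ba/F3 cells driven by EpoR plus mutant JAK2; 0% = DMSO-treated cells and 100% = JAK inhibitor I control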
S1P4 agonist – activates the human S1P4 receptor. AID 1509. O95977. S1P4-expressing cell line, agonist reporter assay. activation, % at 4.98 µM. 220,000 tested, 0.35% active; in the data active = activation above about 11%;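 also: 0% = DMSO vehicle and 100% = reference agonist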
BaF3 tox – counter-screen for JAK2V617F inhibitors: parental Ba/F3 viability inhibitors | 220,000 tested, 1.1% active | CellTiter-Glo ATP luminescence | AID 1486 | inhibition, % at 5.6 µM;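 active = inhibition above a per-campaign cutoff, the mean inhibition of all tested compounds plus 3 SD, cut at about 27% in these data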;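 also: 0% = DMSO wells and 100% = JAK Inhibitor I control wells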
NPY Y1 blocker – antagonists of human neuropeptide Y receptor Y1; 200,000 tested, 1% active; HEK293-CNG Y1 cells, membrane potential fluorescence; NPY at EC95, then isoproterenol; AID 1040; inhibition, % at 3.6 µM;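 active = inhibition above the campaign mean inhibition of all tested compounds plus 3 SD, cut at about 20% in these data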;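 also: 0% = DMSO wells given NPY plus isoproterenol and 100% = isoproterenol alone without NPY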
Target sequence (P25929 whole entry, looked up): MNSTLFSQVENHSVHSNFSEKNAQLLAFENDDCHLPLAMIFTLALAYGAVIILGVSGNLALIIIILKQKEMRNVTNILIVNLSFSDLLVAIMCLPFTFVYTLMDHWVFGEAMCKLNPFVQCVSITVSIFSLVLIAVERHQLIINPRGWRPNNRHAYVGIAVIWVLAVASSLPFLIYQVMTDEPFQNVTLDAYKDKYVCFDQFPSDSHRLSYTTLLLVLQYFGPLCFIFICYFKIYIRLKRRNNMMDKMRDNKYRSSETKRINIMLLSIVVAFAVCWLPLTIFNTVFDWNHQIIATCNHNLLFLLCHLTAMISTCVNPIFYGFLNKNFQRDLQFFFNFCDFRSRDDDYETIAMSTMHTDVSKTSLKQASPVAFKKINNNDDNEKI
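material = HEK293 cells with Y1 receptor plus CNG channel | also added = NPY 25 nM then isoproterenol 1 µM plus Ro 20-1724 25 µM | schedule = dye 3 h, compound 60 min room temperature, stimulation 45 min | measured by = membrane potential fluorescence | benchmarks = high control isoproterenol alone, low control NPY with isoproterenol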
NPY1 pot ag – potentiators or agonists of human neuropeptide Y receptor Y1. activation, % at 3.6 µM. P25929. NPY-Y1 expressing cells, potentiator/agonist activation. 220,000 tested, 0.37% active; in the data active = activation above about 33%, passing the limit was not always enough;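 also: cells stimulated with NPY at EC10 then isoproterenol at EC100; 0% = low agonist plus stimulus and 100% = saturating agonist plus stimulus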
NPY2 pot ag – human NPY-Y2 potentiation or agonism, primary screen; AID 1359; 220,000 tested, 0.45% active; P49146; cells expressing NPY-Y2, potentiator/agonist read-out; activation, % at 3.6 µM; in the data active = activation above about 27%;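 also: cells stimulated with NPY near EC25 plus isoproterenol at EC100; 0% = vehicle plus submaximal agonist and 100% = vehicle plus saturating agonist; some results beyond the cut were filed as inactive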
Active calls of the source: *.

COc1ccc2c(c1OC)C(=O)OC2Nc1ccc(S(=O)(=O)N=C(N)N)cc1 (centres undefined) was read as S1P4 antag 7, Runt-CBFb FRET 0, RBBP9 inhibitor -7, Ba/F3 V617F tox -2, S1P4 agonist -0.6, BaF3 tox -1, NPY1 pot ag 2 and NPY2 pot ag 9.
For Cc1ccc(Cn2ccc(NC(=O)c3noc4c3CCCC4)n2)cc1 the results were S1P4 antag -17, Runt-CBFb FRET -1, RBBP9 inhibitor -2, Ba/F3 V617F tox -1, S1P4 agonist 0.0, BaF3 tox 5, NPY Y1 blocker -1, NPY1 pot ag -12 and NPY2 pot ag -7.
COc1ccccc1NC(=O)c1cc(C(=O)O)ccc1C(=O)O was read as S1P4 antag -2, Runt-CBFb FRET -3, RBBP9 inhibitor -3, Ba/F3 V617F tox 2, S1P4 agonist 0.6, BaF3 tox 1, NPY Y1 blocker 1, NPY1 pot ag 6 and NPY2 pot ag -7.
COC(=O)c1ccc(Cn2cc([N+](=O)[O-])cn2)cc1 was read as S1P4 antag 9, Runt-CBFb FRET -2, RBBP9 inhibitor -6, Ba/F3 V617F tox 2, S1P4 agonist -1.8, BaF3 tox -1, NPY1 pot ag -2 and NPY2 pot ag 3.
Screening CCOC(=O)/C(=C/c1ccc(OC(=O)c2ccccc2)cc1)C(C)=O returned S1P4 antag -16, Runt-CBFb FRET -3, RBBP9 inhibitor -1, Ba/F3 V617F tox -4, S1P4 agonist 0.3, BaF3 tox 4, NPY Y1 blocker 1, NPY1 pot ag -10 and NPY2 pot ag 7.
Cc1cc(NC(=O)CSc2nc3ccccc3[nH]2)no1 was read as S1P4 antag -4, Runt-CBFb FRET 2, RBBP9 inhibitor 8, Ba/F3 V617F tox -3, S1P4 agonist 2.9, BaF3 tox 3, NPY Y1 blocker -1, NPY1 pot ag 0 and NPY2 pot ag 11.
`COC(=O)C1CCN(C(=O)COc2cc3sc(C)nc3c3sccc23)CC1` gave S1P4 antag 12, Runt-CBFb FRET -2, RBBP9 inhibitor 0, Ba/F3 V617F tox 3, S1P4 agonist 0.9, BaF3 tox 6, NPY Y1 blocker 10, NPY1 pot ag -30 and NPY2 pot ag -17.
CCC(NC(=O)c1cccc(Cn2nc(C)c([N+](=O)[O-])c2C)c1)c1ccc(C(C)C)cc1 (centres undefined) was read as S1P4 antag 5, Runt-CBFb FRET -6, RBBP9 inhibitor -8, Ba/F3 V617F tox 0, S1P4 agonist -5.1, BaF3 tox 5, NPY Y1 blocker -5, NPY1 pot ag -21 and NPY2 pot ag -4.
For NC(=O)c1ccc(NC(=O)c2ccc(CN3CCOCC3)cc2)cc1 the results were S1P4 antag -8, Runt-CBFb FRET 4, RBBP9 inhibitor -1, Ba/F3 V617F tox -1, S1P4 agonist 0.6, BaF3 tox 4, NPY Y1 blocker -4, NPY1 pot ag 3 and NPY2 pot ag 13.
Cc1ccc(CN(C)CCc2ccccn2)cc1 was read as S1P4 antag -19, Runt-CBFb FRET 0, RBBP9 inhibitor -3, Ba/F3 V617F tox 1, S1P4 agonist -1.5, BaF3 tox 13, NPY Y1 blocker 1, NPY1 pot ag -10 and NPY2 pot ag -17.
Screening O=C(/C=C\c1ccco1)Nc1ccc(N2CCN(C(=O)c3ccccc3)CC2)cc1 returned S1P4 antag -15, Runt-CBFb FRET -1, RBBP9 inhibitor -4, Ba/F3 V617F tox -2, S1P4 agonist -0.3, BaF3 tox 8, NPY Y1 blocker 1, NPY1 pot ag 7 and NPY2 pot ag 2.
`O=C1N=c2ccccc2=C1c1sc(Nc2ccc(O)cc2)nc1O` gave S1P4 antag -16, Runt-CBFb FRET -10, RBBP9 inhibitor -5, Ba/F3 V617F tox -4, S1P4 agonist 0.7, BaF3 tox 1, NPY Y1 blocker 9, NPY1 pot ag 17 and NPY2 pot ag 14.
Screening O=C(c1cc2ccccc2o1)N1CCN(c2ccccc2Cl)CC1 returned S1P4 antag -1, Runt-CBFb FRET -3, RBBP9 inhibitor 3, Ba/F3 V617F tox 1, S1P4 agonist 2.0, BaF3 tox 5, NPY Y1 blocker 4, NPY1 pot ag -25 and NPY2 pot ag -6.
Screening O=C(NCCc1ccccc1)c1ccc2c(c1)N(Cc1ccccc1)C(=O)CS2=O (centres undefined) returned S1P4 antag -13, Runt-CBFb FRET -2, RBBP9 inhibitor -6, Ba/F3 V617F tox 0, S1P4 agonist 0.1, BaF3 tox 11, NPY Y1 blocker 6, NPY1 pot ag 2 and NPY2 pot ag -5.
Screening COCCNC(=O)CSc1nnc(-c2ccc(C)cc2)c(-c2ccc(C)cc2)n1 returned S1P4 antag -5, Runt-CBFb FRET -6, RBBP9 inhibitor 3, Ba/F3 V617F tox -1, S1P4 agonist -1.3, BaF3 tox 0, NPY Y1 blocker 5, NPY1 pot ag 6 and NPY2 pot ag -3.
CCc1ccc(C2NC(c3ccc(CC)cc3)C([N+](=O)[O-])C(C)(C)C2[N+](=O)[O-])cc1 (centres undefined) was read as S1P4 antag -17, Runt-CBFb FRET 0, RBBP9 inhibitor -7, Ba/F3 V617F tox -3, S1P4 agonist -3.0, BaF3 tox 1, NPY Y1 blocker -4, NPY1 pot ag 3 and NPY2 pot ag 22.
For COc1ccc(C2C(C(=O)N3CCN(c4ccc(OC)cc4)CC3)c3ccccc3C(=O)N2C)cc1 (centres undefined) the results were S1P4 antag -1, Runt-CBFb FRET 0, RBBP9 inhibitor -8, Ba/F3 V617F tox 7, S1P4 agonist -1.3, BaF3 tox 6, NPY Y1 blocker 0, NPY1 pot ag 10 and NPY2 pot ag 3.
`CC1(NC(=S)Nc2ccc(NC(=S)NC3(C)CCS(=O)(=O)C3)cc2)CCS(=O)(=O)C1` (centres undefined) gave S1P4 antag -3, Runt-CBFb FRET -1, RBBP9 inhibitor 5, Ba/F3 V617F tox -3, S1P4 agonist -0.7, BaF3 tox -1, NPY1 pot ag 5 and NPY2 pot ag 9.
Cc1cc(C(=O)Nc2ccc(N3CCOCC3)cc2)c2ccccc2n1 was read as S1P4 antag -18, Runt-CBFb FRET 0, RBBP9 inhibitor -4, Ba/F3 V617F tox -2, S1P4 agonist -0.2, BaF3 tox 2, NPY Y1 blocker 6, NPY1 pot ag 8 and NPY2 pot ag 0.
COC(=O)CCNS(=O)(=O)c1ccc2ccccc2c1 was read as S1P4 antag -4, Runt-CBFb FRET -1, RBBP9 inhibitor -2, Ba/F3 V617F tox 0, S1P4 agonist 1.2, BaF3 tox 6, NPY Y1 blocker 0, NPY1 pot ag -5 and NPY2 pot ag -10.
`CC(C)(C)SCCNC(=O)CN(c1ccccc1)S(=O)(=O)c1ccc(F)cc1` gave S1P4 antag 1, Runt-CBFb FRET -3, RBBP9 inhibitor 0, Ba/F3 V617F tox 3, S1P4 agonist 3.9, BaF3 tox 4, NPY Y1 blocker 7, NPY1 pot ag 7 and NPY2 pot ag -5.
CCN(C(=O)COC(=O)c1cc(=O)[nH]c2ccccc12)C1CCS(=O)(=O)C1 (centres undefined) was read as S1P4 antag -10, Runt-CBFb FRET 0, RBBP9 inhibitor -4, Ba/F3 V617F tox -4, S1P4 agonist -2.0, BaF3 tox -3, NPY1 pot ag 10 and NPY2 pot ag -8.
`CCCCn1c(SCC(=O)N2CCCC2)nnc1-c1ccccc1` gave S1P4 antag -8, Runt-CBFb FRET -40, RBBP9 inhibitor -11, Ba/F3 V617F tox 2, S1P4 agonist -1.1, BaF3 tox 8, NPY Y1 blocker 2, NPY1 pot ag 8 and NPY2 pot ag 6.
N#CCCN(C(=O)CCl)c1cccc(Cl)c1 was read as S1P4 antag 2, Runt-CBFb FRET 0, RBBP9 inhibitor -9, Ba/F3 V617F tox 2, S1P4 agonist -1.3, BaF3 tox -3, NPY Y1 blocker -1, NPY1 pot ag -4 and NPY2 pot ag 1.
Screening CS(=O)(=O)N1CCCC(C(=O)N2CCN(c3cccc(Cl)c3)CC2)C1 (centres undefined) returned S1P4 antag -12, Runt-CBFb FRET 3, RBBP9 inhibitor -2, Ba/F3 V617F tox -2, S1P4 agonist 1.2, BaF3 tox 6, NPY Y1 blocker 1, NPY1 pot ag 1 and NPY2 pot ag 9.
For O=C1N(CN2C(=O)C3(OCCO3)c3ccccc32)c2ccccc2C12OCCO2 the results were S1P4 antag 4, Runt-CBFb FRET 2, RBBP9 inhibitor -3, Ba/F3 V617F tox 0, S1P4 agonist -1.0, BaF3 tox 4, NPY Y1 blocker -3, NPY1 pot ag 11 and NPY2 pot ag 6.
For CCCC(=O)Nc1nc(C)c(C(C)=O)s1 the results were S1P4 antag 1, Runt-CBFb FRET 0, RBBP9 inhibitor -2, Ba/F3 V617F tox -1, S1P4 agonist 4.7, BaF3 tox 2, NPY Y1 blocker -2, NPY1 pot ag 11 and NPY2 pot ag 3.
For COc1ccc2cc(CN(CC3CCCO3)C(=O)Nc3ccccc3)c(=O)[nH]c2c1 (centres undefined) the results were S1P4 antag -3, Runt-CBFb FRET -1, RBBP9 inhibitor 1, Ba/F3 V617F tox -3, S1P4 agonist -0.1, BaF3 tox 1, NPY Y1 blocker 2, NPY1 pot ag 7 and NPY2 pot ag -2.
`CCc1ccccc1N(CC(=O)NCc1ccco1)C(=O)c1snc(C(N)=O)c1N` gave S1P4 antag 11, Runt-CBFb FRET 3, RBBP9 inhibitor 4, Ba/F3 V617F tox -3, S1P4 agonist -0.5, BaF3 tox 2, NPY Y1 blocker -4, NPY1 pot ag 20 and NPY2 pot ag 16.
CN(C(=O)c1cccnc1)c1nnc(-c2ccccn2)s1 was read as S1P4 antag 6, Runt-CBFb FRET 0, RBBP9 inhibitor 6, Ba/F3 V617F tox 3, S1P4 agonist -0.1, BaF3 tox 3, NPY Y1 blocker -3, NPY1 pot ag 5 and NPY2 pot ag -17.
`O=C(CCC1CCCCC1)Nc1ccccc1C(=O)N1CCOCC1` gave S1P4 antag 8, Runt-CBFb FRET 1, RBBP9 inhibitor -3, Ba/F3 V617F tox -3, S1P4 agonist -1.8, BaF3 tox -2, NPY Y1 blocker 7, NPY1 pot ag 5 and NPY2 pot ag 2.
Cc1ccc(S(=O)(=O)N2CCC(=O)N(CCO)CC2)cc1 was read as S1P4 antag -36, Runt-CBFb FRET -2, RBBP9 inhibitor -8, Ba/F3 V617F tox -2, S1P4 agonist 2.2, BaF3 tox 8, NPY Y1 blocker 2, NPY1 pot ag -11 and NPY2 pot ag 10.
CCNC(=S)Nc1scc(-c2ccccc2)c1C(=O)OCC was read as S1P4 antag 12, Runt-CBFb FRET 8, RBBP9 inhibitor -4, Ba/F3 V617F tox 2, S1P4 agonist 0.0, BaF3 tox 8, NPY Y1 blocker 8, NPY1 pot ag -18 and NPY2 pot ag -10.

Bioassay records as filed in PubChem BioAssay.
